High-throughput results: PubChem BioAssay, several laboratories
Myeloid diff MLP: induction of myeloid progenitor differentiation, primary screen, cell-based, flow cytometry, MLPCN library; ER-HoxA9 myeloid progenitors, lysozyme-GFP differentiation; calls only at 10 µM; actives 1% (n = 360,000); AID 624256, 2012;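 active = normalized GFP-positive differentiation at or above the plate's own cutoff, the solvent-only control mean plus 3 SD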;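 also: cells exposed to compound for four days before flow analysis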
West Nile virus CPE: West Nile virus antiviral activity, cell-based, CPE readout (AID 1621); West Nile virus-infected cells, CPE inhibition; higher % means a stronger effect; CPE inhibition, % at 10 µM; hits with a dose series show IC50 in µM; actives 0.02% (n = 290,000); in the data active = a potency from the dose series; also: strong numbers were not always called active
Ins promoter up: insulin promoter activators in MIN6 cells, imaging, high-content screening, mouse beta cells; actives 0.3% (n = 190,000); z-score at 5 µM; MIN6 insulin promoter-GFP reporter; hits give high values;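 active = z-score above 3 at 5 µM with at least 500 cells counted in the well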
MT stabilizer: microtubule stabilizers in HeLa cells, primary screen, imaging, high-content imaging; actives 0.83% (n = 200,000); HeLa tubulin immunostaining HCS, 24 h; share of cells brighter than vehicle mean+2SD; AID 2205, 2009; % tubulin-high responders, % at 10 µM;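 active = plate Z-score above 3 for both tubulin-high and condensed-nucleus cell shares, with cell loss under 80%, at 10 µM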;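 also: anti alpha tubulin signal scored within the nucleus-defined area of each cell; some results filed as inactive read as strong as hits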
Autophagy HCS: autophagy modulators in MEF cells, primary screen, imaging, high-content, MEF GFP-LC3; MEF GFP-LC3 puncta imaging; test concentration mostly 10 µM; calls only at 10 µM (by protocol); actives 0.98% (n = 190,000);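 active = percentage of spot-positive cells more than 3 SD above its plate mean, without a fluorescence outlier flag or 80% toxicity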;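 also: spot-positive cell cutoff set from DMSO-treated cells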
WT yeast gro inh: growth inhibition of WT strain, primary screen, mitochondrial fusion inhibitor project, WT and mutant strains, chemical genetic; inhibition, % at 10 µM; AID 1362, 2008; actives 2.1% (n = 190,000); mitochondrial fusion phenotypic screen; in the data active = inhibition above about 58%; tested in S. cerevisiae
Lipid droplet: inhibitors of hepatocyte lipid droplet formation, primary screen, imaging, high-throughput imaging, BODIPY stain; AML12 mouse hepatocytes, oleate lipid droplets; inhibition, % at 6.5 µM; actives 0.4% (n = 240,000); AID 1656, 2009;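 active = lipid droplet intensity inhibited by at least 50%, with more than 500 cells counted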
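Test system: AML12 mouse liver cells; schedule: overnight exposure; technique: high-content imaging of BODIPY-stained droplets and DAPI nuclei; read-out: % inhibition of corrected integrated BODIPY droplet signal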
T cell HTS: modulators of CD8 T cell-vesicle binding, primary screen, mouse 2C CD8+ T cells, flow cytometry | calls only at 7 µM | actives 0.068% (n = 330,000) | 2C CD8+ T cell-vesicle binding; hits give low values;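 active = response, share of CD8 T cells binding vesicles, and their 90th percentile fluorescence all below set limits, cut at about 80% in these data, passing the limit was not always enough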
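Assay system: 2C TCR transgenic mouse naive CD8+ T cells, MACS-purified | Read-out: CD8+ gate FL2 mean fluorescence as % of same-row positive control | Signal: High-throughput flow cytometry with anti-B7-1 and anti-CD8 staining | Timing: Binding step 1.5 h, 37 °C, antibody labelling 20 min, ice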
b-catenin transl: modulators of beta-catenin nuclear translocation, primary screen, imaging, HeLa cells, immunofluorescence, high-content | AID 1665, 2009 | actives 0.3% (n = 190,000) | nuclear translocation activity, % at 5 µM;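 active = nuclear translocation activity above 50% at 5 µM, with a well cell count of 50 or more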;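 also: per-cell ratio of nuclear to cytoplasmic median beta-catenin stain intensity; plate controls were DMSO negative control for no effect and GSK-3 inhibitor IX positive control for full effect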
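Test system: human HeLa cells, endogenous beta-catenin. Times: 24 h compound exposure, 37°C. Measured by: beta-catenin immunofluorescence imaging with DAPI.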
WT yeast gro inh mutant strain: recorded beside WT yeast gro inh, whose call it bears; inhibition, %; mitochondrial fusion phenotypic screen, mutant strain inhibition
Ins promoter up cell count: recorded beside Ins promoter up, whose call it bears; cell count; measured here: cytotoxicity, nuclei count;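 total cells summed across four imaged fields per well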
Lipid droplet cells 6.5 µM: further read-out of Lipid droplet, marked with its call; cell count; measured here: cell count, cytotoxicity flag;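 cells counted across two imaged fields per well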
b-catenin transl cell count 5 µM: also measured in b-catenin transl; calls as there; cell count; measured here: cell count, cytotoxicity flag
T cell HTS vesicle-bound %: also measured in T cell HTS; calls as there; double positive events, %; measured here: CD8+ vesicle-bound cell fraction;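 binding gate set so that unloaded-vesicle control wells show 10% double positive cells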
MT stabilizer Hoechst-high %: also measured in MT stabilizer; calls as there; % Hoechst-high responders; measured here: nuclear condensation Hoechst responders;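 share of cells brighter than vehicle mean plus two SD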
MT stabilizer cytotoxicity %: second read-out of MT stabilizer, no call of its own (marks repeat the call); toxicity, %; measured here: cytotoxicity by cell density;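 0% = mean cell density of plate MIN control wells and 100% = no cells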
Autophagy HCS cell loss 18 h: recorded beside Autophagy HCS, whose call it bears; toxicity, %; measured here: cell loss, nuclei count;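 cell loss after 18 h compound exposure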
Myeloid diff MLP GFP+ MAC1+ %: further read-out of Myeloid diff MLP, marked with its call; GFP+ MAC1+ double positive, %; measured here: differentiation confirmed by MAC1 staining
Active calls of the source: *; i = inactive; · = no result given. Random draw from the library; any-hit rate near 3.9%.

Compound	Myeloid diff MLP	Myeloid diff MLP GFP+ MAC1+ %	West Nile virus CPE	Ins promoter up	Ins promoter up cell count	MT stabilizer	MT stabilizer Hoechst-high %	MT stabilizer cytotoxicity %	Autophagy HCS	Autophagy HCS cell loss 18 h	WT yeast gro inh	WT yeast gro inh mutant strain	Lipid droplet	Lipid droplet cells 6.5 µM	T cell HTS	T cell HTS vesicle-bound %	b-catenin transl	b-catenin transl cell count 5 µM
CCN(c1ccccc1)S(=O)(=O)c1ccc(Cl)c(C(=O)O)c1	i	0.4	0.8%	·	·	2.6	3.6	5.2	i	-4	-7	-3	11	718	i	65	-5.0	1113
Cc1ccc(N(C(C)C(=O)Nc2ccc3c(c2)OCO3)S(C)(=O)=O)cc1 (stereo unspecified)	i	0.8	0.2%	-0.08	1211	4.7	1.6	78	i	-2	-2	-30	-3	759	i	33	·	·
CC1CN(C(=O)N(C)C)CCN1C(=O)N(C)C (stereo unspecified)	i	0.6	0.3%	-0.31	1284	4.6	1.9	6.5	i	-5	66*	7.3*	·	·	i	43	0.1	970
CCc1ccccc1N1C(=O)CN(Cc2cc(OC)c(OC)c(OC)c2)C1=S	i	0.6	0.2%	·	·	·	·	·	·	·	·	·	-8	748	i	29	·	·
Cc1ccc(CNC(=O)C2CCCN(S(=O)(=O)c3ccc(-n4cnnn4)cc3)C2)cc1 (stereo unspecified)	i	3.0	0.0%	·	·	·	·	·	·	·	·	·	4	772	i	26	·	·
C=CCNC(=O)C12CC3CC(C1)CC(C(=O)NCC=C)(C3)C2	i	0.5	0.5%	0.78	1082	3.9	1.3	5.1	i	-3	-6	1	24	763	i	38	-1.8	1051
O=C(COC(=O)c1ccc(S(=O)(=O)N2CCCCC2)cc1)NCc1ccco1	i	0.1	0.1%	-0.37	1295	4.3	3.4	3.9	i	3	-23	12	-8	701	i	49	-4.8	1154
COc1ccc(OC)c2[nH]c(=O)c(CCNS(=O)(=O)c3ccccc3)cc12	i	1.8	·	2.2	1465	4.6	4.2	8.6	i	-16	51	17	·	·	i	2	-0.2	1412
CS(=O)(=O)NCCCNc1ccc(C(F)(F)F)cc1[N+](=O)[O-]	i	0.1	1.1%	1.4	934	·	·	·	·	·	·	·	13	722	i	27	0.3	1276
CC(=O)Nc1cccc(NC(=O)c2oc3ccccc3c2C)c1	·	·	·	0.09	1827	3.3	1.4	4.1	i	-1	15	12	-14	702	i	29	2.5	1042
Cc1cc(C(=O)c2cnc(/N=C/N(C)C)s2)cc(C)c1O	i	0.5	1.5%	·	·	3.8	2.5	12	i	-18	-8	-11	·	·	i	43	·	·
COc1ccc(S(=O)(=O)NCC2CCCN(C(=O)CNC(C)=O)C2)cc1 (stereo unspecified)	i	0.5	-0.7%	-0.13	1378	4.2	1.3	8.8	i	-6	-4	-1	3	720	i	55	-2.6	1054

Ordered by molecular weight (rising): part of the list above
Compound	Myeloid diff MLP	Myeloid diff MLP GFP+ MAC1+ %	West Nile virus CPE	Ins promoter up	Ins promoter up cell count	MT stabilizer	MT stabilizer Hoechst-high %	MT stabilizer cytotoxicity %	Autophagy HCS	Autophagy HCS cell loss 18 h	WT yeast gro inh	WT yeast gro inh mutant strain	Lipid droplet	Lipid droplet cells 6.5 µM	T cell HTS	T cell HTS vesicle-bound %	b-catenin transl	b-catenin transl cell count 5 µM
CC1CN(C(=O)N(C)C)CCN1C(=O)N(C)C (stereo unspecified)	i	0.6	0.3%	-0.31	1284	4.6	1.9	6.5	i	-5	66*	7.3*	·	·	i	43	0.1	970
C=CCNC(=O)C12CC3CC(C1)CC(C(=O)NCC=C)(C3)C2	i	0.5	0.5%	0.78	1082	3.9	1.3	5.1	i	-3	-6	1	24	763	i	38	-1.8	1051
Cc1cc(C(=O)c2cnc(/N=C/N(C)C)s2)cc(C)c1O	i	0.5	1.5%	·	·	3.8	2.5	12	i	-18	-8	-11	·	·	i	43	·	·
O=C(COC(=O)c1ccc(S(=O)(=O)N2CCCCC2)cc1)NCc1ccco1	i	0.1	0.1%	-0.37	1295	4.3	3.4	3.9	i	3	-23	12	-8	701	i	49	-4.8	1154
Cc1ccc(CNC(=O)C2CCCN(S(=O)(=O)c3ccc(-n4cnnn4)cc3)C2)cc1 (stereo unspecified)	i	3.0	0.0%	·	·	·	·	·	·	·	·	·	4	772	i	26	·	·

(continued)
Compound	Myeloid diff MLP	Myeloid diff MLP GFP+ MAC1+ %	West Nile virus CPE	Ins promoter up	Ins promoter up cell count	MT stabilizer	MT stabilizer Hoechst-high %	MT stabilizer cytotoxicity %	Autophagy HCS	Autophagy HCS cell loss 18 h	WT yeast gro inh	WT yeast gro inh mutant strain	Lipid droplet	Lipid droplet cells 6.5 µM	T cell HTS	T cell HTS vesicle-bound %	b-catenin transl	b-catenin transl cell count 5 µM
O=C(NCCO)c1nc2ccccc2s1	i	0.8	0.0%	·	·	3.2	1.7	5.5	i	-1	-24	0	0	723	i	57	0.0	1181
CN(C)S(=O)(=O)c1cccc(COc2ncnc3c(Cl)cc(Cl)cc23)c1	i	0.9	-0.9%	·	·	·	·	·	·	·	·	·	-11	743	i	52	·	·
O=C1CC(Sc2nnnn2-c2ccccc2)C(=O)N1c1cccc(Cl)c1 (stereo unspecified)	·	·	0.5%	-0.53	1564	3.8	1.6	3.4	i	12	70	72	10	514	i	51	-1.0	1103
Cc1ccc(C)c(NC(=O)C2Cc3ccccc3CN2C(=O)OCc2ccccc2)c1 (stereo unspecified)	i	1.3	-0.6%	-0.3	1746	1.4	1.7	7.0	i	-1	9	0	1	664	i	42	-1.2	1132
CC(C)CCN1CCN(CCCc2ccccc2)CC1CCO (stereo unspecified)	i	0.1	-0.4%	·	·	·	·	·	·	·	·	·	4	802	i	6	·	·
CCCN1C(=O)CN(C2CCCCCC2)C(=O)C1c1ccc(C)cc1 (stereo unspecified)	i	6.7	0.0%	-0.24	1632	1.1	2.3	10	i	6	-1	13	·	·	i	42	-0.2	1344
COCCCNC(=O)C1CCCN(C(=O)Nc2ccc(OC)cc2)C1 (stereo unspecified)	i	1.2	-0.3%	0.06	1679	3.0	2.3	3.7	i	-4	-3	-9	15	624	i	25	-0.6	1026
COc1ccccc1C(=O)Nc1ccc(S(=O)(=O)N2CCc3ccccc32)cc1	i	0.4	-0.9%	-0.87	900	1.6	1.3	8.2	i	-1	-16	-3	6	789	i	14	·	·
CCOC(=O)N1CCN(C(=O)CN(c2ccc(Cl)c(C(F)(F)F)c2)S(C)(=O)=O)CC1	i	1.4	-0.3%	-0.32	1072	2.0	1.4	9.6	i	12	13	5	·	·	i	12	-2.5	1170
COc1ccc2c(CC(=O)Nc3ccccc3OC)coc2c1	i	0.7	0.2%	2	1154	4.6	3.5	8.0	i	-4	2	12	-63	725	i	32	1.5	1075
O=C1/C(=C\c2cccs2)N=C(c2cccs2)N1Nc1ccccc1	i	4.3	-0.1%	0.33	879	3.7	2.3	10	i	-1	27	18	-19	776	i	38	6.3	964
CCc1ccc(/C=C2\SC(=S)N(CCCC(=O)Nc3ccccn3)C2=O)cc1	i	0.9	1.3%	-0.38	1630	2.4	1.5	8.1	i	1	-5	-16	·	·	i	35	-0.4	1417
Cc1cc(C)c2[nH]c(=O)c(CN(CC3CCCO3)C(=O)C3CCCO3)cc2c1 (stereo unspecified)	i	0.6	0.2%	0.83	1189	3.1	1.6	3.3	i	16	6	23	·	·	i	32	0.6	752
O=C(CSc1ccccc1)Nc1cccnc1	i	1.6	-0.4%	-0.18	1336	2.4	1.9	5.7	i	-3	-5	-13	-14	688	i	31	0.1	1114
CCn1nnnc1SCC(=O)N1c2ccccc2CCc2ccccc21	i	0.9	-0.4%	-0.73	1207	5.6	1.7	6.0	i	-6	6	-10	-2	737	i	43	1.0	986
Cc1nccn1CC(=O)N/N=C/c1cccs1	i	0.4	0.4%	-0.36	1094	·	·	·	·	·	·	·	-6	726	i	54	-0.6	1294
O=C(c1ccccn1)N1CCN(S(=O)(=O)c2ccccc2)CC1	i	0.4	0.0%	-0.04	1263	2.2	1.8	3.2	i	10	-19	12	8	664	i	1	-1.5	1082
Cc1cc(C)n(-c2ccc(C(C)C)cc2)c(=O)c1C#N	i	0.3	-1.2%	0.02	1553	4.9	1.5	5.6	i	21	0	-3	-1	679	i	52	0.5	1495
COCc1c(Br)c(C)[nH]c(=O)c1C#N	i	0.4	0.9%	0.1	1231	2.3	1.6	3.2	i	-6	-7	-5	4	729	i	7	-1.9	1121
CC(C)[C@H](NC(=O)[C@@H]1Cc2ccccc2CN1C(=O)OC(C)(C)C)C(=O)NCC1CCCO1 (stereo partly specified)	i	6.3	-0.1%	·	·	·	·	·	·	·	·	·	-7	647	i	11	·	·
Cn1c(=O)n(Cc2ccc(Br)cc2)c2ccccc21	i	0.4	-0.2%	-0.65	1489	3.7	1.2	6.3	i	11	6	-18	2	707	i	49	4.1	785
CCOC(=O)CC1=C(C(=O)OCC)C(c2ccncc2)C(C#N)=C(N)O1 (stereo unspecified)	i	0.8	0.2%	0.08	1530	6.8	2.5	5.0	i	6	0	3	·	·	·	·	1.0	1394
COCCn1nnnc1C(c1ccccc1)N1CCN(c2ccccc2)CC1 (stereo unspecified)	i	0.7	0.0%	·	·	2.1	1.8	4.5	i	2	-8	-5	13	684	i	48	1.5	575
CC(=O)N1c2ccc(S(=O)(=O)N3CCCC3C(=O)NCc3ccccc3Cl)cc2CC1C (stereo unspecified)	i	2.5	-0.1%	·	·	·	·	·	·	·	·	·	-5	764	i	23	·	·
